# Mm-Cpn inhibitor – M. maripaludis TRiC chaperonin inhibition. 0.031% of 330,000 active. purified Mm-Cpn ATPase, ADP Transcreener TR-FRET. Potency, µM (titrated, usually from 76.9 µM), for inactives: at the highest dose activity, negative = inhibition, hits mostly inhibitors; also: potency is read from the fitted curve at half-maximal effect; % is scaled to controls: 0 for no effect and ±100 for the full control effect; nearly all actives have a fitted effect of over 80% in size
#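 ATP (10 uM final) was added to archaeal chaperonin (25 nM final) after 10 min exposure to test compound at 37°C; after 30 min further incubation, ADP was detected by competitive TR-FRET.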
# Nrf2 block – inhibitors of Nrf2 signaling. 2.1% of 360,000 active. Potency, µM (titrated, usually from 46 µM), for the others: at the top dose activity change, negative = inhibition, hits mostly inhibitors. A549 ARE-Fluc reporter, luciferase luminescence, 18-24 h. AID 504444; also: potency is read from the fitted curve at half-maximal effect; % is scaled to controls: 0 for no effect and ±100 for the full control effect; nearly all actives have a fitted effect of over 60% in size
#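 Concentration-response testing used A549 ARE_Fluc cells at 5000 cells/well. Following an 18-24 h compound incubation, viability was read by fluorescence (Ex 405/Em 525) and luciferase output by luminescence.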
# A549 tox – A549 cytotoxicity, counter-screen for Nrf2 inhibitors | A549 ARE-Fluc cells, CellTiter-Fluor viability, 18-24 h | Potency, µM (highest dose often 46 µM), for the others: at the highest dose activity change, negative = cytotoxicity, most hits filed as inhibitors | 0.16% of 390,000 active; also: potency is read from the fitted curve at half-maximal effect; % is scaled to controls: 0 for no effect and ±100 for the full control effect
#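 A549 ARE-Fluc cells in 5% FBS OPTI-MEM, 5000 cells/well, rested 2 h then exposed to compounds in concentration-response for 18-24 h at 37 °C. Viability by CellTiter-Fluor fluorescence (Ex 405/Em 525) after 30 min; luciferase luminescence (BugLite, 15 min, RT) read afterwards.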
# Akt phos inh – blocks phosphorylation of Akt | 0.32% of 360,000 active | activity change, % for hits at 50 µM | Neuro2A IGF-stimulated pAkt S473 HTRF, 20 min; stronger effect = lower value | AID 651550; in the data active = activity change below about -80%; inconclusive = mostly about -51% to -80%; also: % is scaled to controls: 0 for no effect and ±100 for the full control effect
#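 Single-point screen (50 µM final compound) in Neuro2A cells stimulated 20 min with 6 nM IGF at 37 deg C. After lysis, Ser473-phosphorylated Akt read by HTRF (ex 330 nm, em 615/665 nm) as the 665/615 ratio.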
# HepG2 tox – counter-screen for TGF-b inhibitors: cytotoxicity in HepG2 cells. AID 588856. Potency, µM (titrated, usually from 46.1 µM), for inactives: at the top dose activity change, negative = cytotoxicity, most hits filed as cytotoxic. 0.76% of 410,000 active. HepG2 CAGA-GFP viability, ATP luminescence, 18 h; also: potency is read from the fitted curve at half-maximal effect; some results filed as inactive show a strong effect at the top dose
#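 CellTiter-Glo luminescence gave cytotoxicity after 18 hours at 37 degrees C. The cells were HepG2 CAGA-GFP in 1% FBS DMEM, stimulated with 500 pg/mL TGF-beta after compound addition. %Activity was normalised to no-cell wells (complete cell-killing) and DMSO (no toxicity), and curves were fitted and classified.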
# Nrf2 ARE act – activates Nrf2 signaling. AREc32 ARE-luciferase reporter (MCF7-derived line), luminescence, 24 h. Potency, µM (titrated, usually from 46.1 µM), for the others: at the highest dose activation, usual class: activators. 0.31% of 410,000 active; also: potency is read from the fitted curve at half-maximal effect; % of control where 0% means no effect; nearly all actives have a fitted effect of over 65% in size
#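 ARE-driven firefly luciferase activity in AREc32 cells measured after a 24 hr compound exposure at 37 deg C, using Steady-Glo reagent and a 30 min room-temperature hold.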
# TGFb inhibitor – blocks TGF-b signaling; AID 588855; 1.2% of 410,000 active; HepG2 CAGA-GFP TGF-b/SMAD3 reporter, GFP fluorescence, 18 h; TGF-beta stimulated, 500 pg/mL final; Potency, µM (doses to about 46.1 µM), for the others: at the top dose activity, negative = inhibition, most hits filed as inhibitors; also: potency is read from the fitted curve at half-maximal effect; % is scaled to controls: 0 for no effect and ±100 for the full control effect; nearly all actives have a fitted effect of over 65% in size
#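 Inhibition of TGF-beta-driven CAGA-GFP reporter expression in HEPG2 cells is measured by cellular GFP fluorescence after 18 h stimulation with 500 pg/mL recombinant TGF-beta in 1% FBS medium at 37 degrees C.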
# CCT modulator – cytosolic chaperonin activity modulation; purified chaperonin ATPase assay, HTRF ADP detection, 30 min; 0.3% of 360,000 active; activity change, % (concentration not given with the values), hits read low; in the data active = activity change below about -30%; also: % is scaled to controls: 0 for no effect and ±100 for the full control effect
#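 Enzyme 40 or 20 nM (batch-dependent) in Tris pH 7.4/KCl/MgCl2/DTT; cpd 76 uM single point; ATP 10 uM; 30 min 37 °C; Transcreener ADP HTRF detection, 30 min RT; ratio 665/615.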
# ATXN viability – reduces viability in counter-screen for ATXN expression inhibitors; S2 cells (HEK-293 line with an ATXN2-luciferase reporter) viability, CellTiter-Fluor protease fluorescence, 24 h; Potency, µM (highest dose often 56.7 µM), usual class: cytotoxic; 0.49% of 400,000 active; also: potency is read from the fitted curve at half-maximal effect; nearly all actives have a fitted effect of over 40% in size
# * = called active by the depositor; i = inactive; ? = inconclusive; . = not tested or not shown; [ ] = dose if it differs, or a comment. Unless noted, calls follow the shape of the dose curve; as a rule, active = well fitted curve in the direction sought with a large enough effect; inconclusive = small, poorly fitted or top-dose-only effect, or another doubt; inactive = no such curve, though single readings can be large; an effect the other way counts as inactive or inconclusive.
Structure,Mm-Cpn inhibitor,Nrf2 block,A549 tox,Akt phos inh,HepG2 tox,Nrf2 ARE act,TGFb inhibitor,CCT modulator,ATXN viability
CCCN1C(=O)/C(=N\OCC(=O)Nc2ccc(C(C)C)cc2)c2ccccc21,-1%,-28%,-10%,i,-3%,2.2%,-22%,-1.8,i
Cc1ccc(CNC(=O)CCCN2C(=S)NC(C)(C)CC2C)cc1 (centres undefined),1%,6%,4%,i,1%,-0.2%,-5%,-3.4,i
COc1ccccc1N1CC(C(=O)OCc2nc(N)nc(Nc3ccccc3)n2)CC1=O (centres undefined),1%,1%,4%,i,2%,0.3%,-1%,-2.5,i
COc1ccccc1NS(=O)(=O)c1ccc(N/N=C/c2c(C)nn(-c3ccccc3)c2N2CCCC2)c([N+](=O)[O-])c1,-2%,?,?,i,33%,0.2%,25%,0.4,i
CC1=C(C(=O)Nc2ccccc2)C(c2ccccn2)n2nc(CCCO)nc2N1 (centres undefined),-7%,1%,3%,i,-3%,0.1%,?,0.2,i
O=C(NCc1ccco1)c1cccc(NC(=O)c2ccco2)c1,0%,-19%,-3%,i,-33%,21%,-7%,-0.7,i
CSc1ccc(S(=O)(=O)N2CCC(C(=O)NCCCn3ccnc3)CC2)cc1,-3%,18%,6%,i,-4%,0.3%,5%,0.9,i
COC(=O)c1cc(NC(=O)COC(=O)CCc2c[nH]c3ccccc23)cc(C(=O)OC)c1,2%,-8%,-4%,i,-12%,-0.6%,-4%,-0.5,i
COc1ccc(-c2nn(-c3ccccc3)cc2/C=C/C(=O)O)cc1[N+](=O)[O-],?,?,?,i,-5%,?,0%,-0.8,?
CC(C)(C)n1nc2c(c1NC(=O)Cc1ccc(F)cc1)CS(=O)(=O)C2,-1%,2%,1%,i,-1%,-0.2%,3%,-0.4,i
COc1ccccc1C=NNc1ccc([N+](=O)[O-])cn1,.,14%,-1%,i,-3%,4.0%,26%,-0.4,i
COc1ccc(NC(=O)c2c(NCc3ccc(C)o3)sc3c2CCCCC3)c(OC)c1,.,.,-1%,.,-20%,?,?,.,?
CCCC(c1nnnn1Cc1ccco1)N1CCC(C(N)=O)CC1 (centres undefined),-1%,-1%,8%,i,-18%,0.4%,-2%,3.7,i
O=C(OCc1ccccc1)c1ccc(NCc2cc(O)ccc2O)cc1,.,16%,-22%,i,-66%,?,10µM*,-0.5,.
Cc1cccc(/C=c2\s/c(=C\C(=O)C(C)(C)C)[nH]c2=O)c1,?,-13%,?,i,-34%,5.8%,?,-3.3,?
Cc1ccc2cccc(OCC(=O)N(C)CC(=O)Nc3ccc(F)cc3)c2n1,0%,-20%,3%,i,-13%,0.2%,4%,0.0,i
Cc1cccc(C)c1NC(=O)NNC(=O)c1cc(C(C)(C)C)nn1Cc1ccccc1,0%,-2%,0%,i,-79%,0.3%,?,0.4,i
CCOC(=O)N1CCN(C(=O)c2ccc3c(c2)NC(=O)/C(=C/c2ccccc2)S3)CC1,1%,?,-8%,i,0%,0.6%,?,0.4,i
COc1ccc(C(C)C)cc1S(=O)(=O)n1ccnc1C,0%,10%,-1%,i,3%,-0.3%,-28%,0.3,i
O=C1Nc2cc(Cl)ccc2Oc2cc(Oc3ccccc3)ccc21,.,.,0%,.,-24%,-0.1%,-16%,.,i
COc1cc(/C=C/C(=O)NCCN2CCOCC2)cc(OC)c1OC,-4%,4%,-1%,i,2%,-0.2%,-14%,-0.2,i
O=C(NC(c1ccccc1)c1ccccc1)c1ccccc1,.,?,5%,i,-15%,-0.3%,-10%,-0.9,i
Cc1cc(NC(=S)N(CCN2CCCCC2)Cc2ccco2)ccc1Cl,2%,-11%,-3%,i,-26%,2.8%,-29%,1.5,i
O=C(c1ccccc1)c1cn(Cc2ccc(F)cc2)c2ccccc2c1=O,.,17%,-3%,.,-14%,0.0%,19%,.,?
CCCCn1c(N)c(N(CC)C(=O)C2COc3ccccc3O2)c(=O)[nH]c1=O (centres undefined),0%,-27%,?,i,-43%,0.2%,24%,-2.0,i

Structure,Mm-Cpn inhibitor,Nrf2 block,A549 tox,Akt phos inh,HepG2 tox,Nrf2 ARE act,TGFb inhibitor,CCT modulator,ATXN viability
CC(=O)c1ccc(OCc2cc(C(=O)NCCn3nc(C)cc3C)no2)cc1,0%,?,9%,i,29%,4.6%,30%,0.8,i
CCN(CC)c1cc(C)c(C#N)c2nc3ccccc3n12,0%,?,4%,i,1%,-0.3%,7%,2.2,.
CCc1nc(SCC(=O)NCc2ccco2)c2c3c(sc2n1)CCCC3,1%,-25%,-11%,i,-23%,4.5%,5%,0.1,?
CN(C)S(=O)(=O)N1CCc2ccc(NC(=O)c3ccc(C(F)(F)F)cc3)cc2C1,-4%,?,21%,i,-38%,7.1%,?,-0.1,i
COc1ccc(C(=O)N/C(=C\c2ccc(-c3cccc([N+](=O)[O-])c3)o2)C(=O)NCCCN2CCOCC2)cc1,.,.,.,i,-43%,3.5%,0%,2.1,?
CCS(=O)(=O)CCn1c([N+](=O)[O-])cnc1C,1%,-10%,-12%,i,12%,0.1%,1%,-0.7,i
O=C(COc1ccc2ccc(=O)oc2c1)N1CCN(c2ccccc2)CC1,2%,4%,-4%,i,-1%,4.2%,27%,-4.6,i
Cc1cc(C)n(-c2ccc(C(=O)OCC(=O)Nc3ccccc3F)cc2)n1,-3%,7%,-2%,i,-1%,0.3%,-1%,0.9,?
Cc1noc(C)c1CSc1ccc(Br)cc1,-10%,0%,-3%,i,-40%,-0.8%,-8%,-2.7,i
CC(Oc1cccc2cccnc12)C(=O)N/N=C/c1ccccc1 (centres undefined),0%,-4%,4%,i,-5%,0.5%,-18%,-1.0,?
O=C(CCNC(=O)c1ccc([N+](=O)[O-])cc1)Nc1cccc(S(=O)(=O)N2CCCCC2)c1,0%,?,2%,i,-15%,-0.5%,-11%,-2.6,i
CCCCNC(=O)CSc1nc2ccccc2nc1Cc1ccc(Cl)cc1,.,.,1%,.,-8%,0.3%,0%,.,i
O=C(O)CNS(=O)(=O)Cc1ccccc1,0%,0%,2%,i,-2%,-0.3%,2%,-2.0,i
O=C(O)CC(c1ccc(Cl)cc1)N1Cc2ccccc2C1=O (centres undefined),-1%,-28%,-12%,i,8%,-0.5%,2%,3.8,i
CC(C)CC(c1nnnn1C1CCCC1)N1CCN(C(=O)c2ccco2)CC1 (centres undefined),1%,.,-1%,i,1%,-0.8%,22%,0.3,i
COc1ccc(Oc2nc(C)nc3c2oc2ccccc23)cc1,?,?,-10%,i,-18%,-0.6%,-3%,0.6,?
CCCCCCN1CCN(C2CN(Cc3cn(Cc4ccc(Cl)cc4)nn3)S(=O)(=O)C2)CC1 (centres undefined),.,.,.,i,.,4.8%,.,0.8,?
CS(=O)(=O)Nc1cccc(C2=NN(C(=O)c3cccc([N+](=O)[O-])c3)C(c3cccs3)C2)c1 (centres undefined),-1%,0%,-9%,i,-26%,13%,-24%,1.6,i
Cc1ccc(OCc2cc(C(=O)NC3CCc4ccccc43)no2)cn1 (centres undefined),0%,13µM*,1%,i,-27%,-0.7%,-21%,-0.4,i
CN1C(=O)CSc2ccc(NC(=O)N3CCC(N4CCCCC4)CC3)cc21,-2%,6%,1%,i,-1%,-0.6%,6%,-1.2,i
O=C(O)CCC(=O)Nc1ccc(OCC2CCCO2)cc1 (centres undefined),0%,-8%,?,i,-3%,-0.7%,19%,-0.7,i
O=C(N/N=C/c1cccnc1)c1ccc2c(c1)OCCO2,-1%,-22%,-10%,i,-6%,-0.4%,0%,-1.4,i
Cn1cccc1C(=O)OCC(=O)N1c2ccccc2NC(=O)C1(C)C,1%,-12%,-4%,i,5%,0.8%,19%,-0.5,i
Cc1csc(NC(=O)c2ccccc2[N+](=O)[O-])n1,1%,4%,-5%,i,-4%,0.2%,-2%,0.0,i
Cc1cc(NC(=S)NC(=O)/C=C/c2ccc(S(=O)(=O)N3CCOCC3)cc2)ccc1Br,0%,?,9%,i,-10%,0.5%,-10%,-0.7,?

Structure,Mm-Cpn inhibitor,Nrf2 block,A549 tox,Akt phos inh,HepG2 tox,Nrf2 ARE act,TGFb inhibitor,CCT modulator,ATXN viability
CCC1=NN(C(=O)Cc2ccccc2)C(O)(c2ccncc2)C1 (centres undefined),-1%,17%,1%,i,-2%,-0.5%,3%,-1.6,i
COc1ccc(N=Nc2cc(C)c(O)c(CN3CCCCC3)c2)cc1,-2%,25%,-15%,i,-55%,-0.1%,-6%,1.7,i
CCOC(=O)CNC(=O)c1cccnc1,-3%,-1%,-10%,i,-43%,-0.2%,38%[activator],-1.4,i
O=C(CSCC(=O)N1CCCCC1)Nc1nc(-c2ccc(Cl)s2)cs1,-7%,21%,15%,i,-42%,12%,?,0.3,i
Cc1cc(OCC(=O)NN2C(=O)c3ccccc3C2=O)ccc1Cl,1%,-2%,7%,i,-18%,0.2%,9%,1.4,i
C/C(=N\O)C(=O)OC1CC(C)CCC1C(C)C (centres undefined),-3%,2%,-24%,i,-36%,-0.6%,-4%,-0.1,i
Cc1csc2nc(COC(=O)c3ccccc3NC(=O)COc3ccccc3F)cc(=O)n12,.,.,-5%,.,-20%,0.3%,?,.,.
Cc1nc(-c2cccc(NS(=O)(=O)c3ccc4ccccc4c3)c2)cs1,-14%,-13%,-8%,.,-5%,0.0%,1%,-2.8,.

# Shown as a hit in TGFb inhibitor, among the entries above:
canonical_smiles	Mm-Cpn inhibitor	Akt phos inh	Nrf2 ARE act	TGFb inhibitor	CCT modulator
O=C(OCc1ccccc1)c1ccc(NCc2cc(O)ccc2O)cc1	.	i	?	10µM*	-0.5

# Screening results deposited in PubChem by National Center for Advancing Translational Sciences (NCATS).
